Screening results from PubChem BioAssay.
GLS inh – blocks human kidney-isoform glutaminase activity; O94925; actives 0.21% (n = 410,000); Potency, µM (top dose mostly 45.5 µM), for the others: at the top dose activity change, negative = inhibition, actives largely listed as inhibitors; GLS enzymatic activity, qHTS titration; further: potency means the concentration at half of the fitted maximal effect; on the % scale 0 is the no-effect control and ±100 the full control effect
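Human kidney-isoform GLS in 45 mM KH2PO4 pH 8.2, 0.02% Tween-20, with compound, started with 1mM L-Glutamine (added stock). Glutamate oxidase/HRP/Amplex red coupled fluorescence read at start and after 30 min at RT.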
ERG-DNA inh – inhibitors of human ERG Ets domain-DNA interaction; fluorescence polarization, His-ERG Ets domain / labelled DNA; Potency, µM (doses to about 76.9 µM), for the others: at the highest dose FP activity, negative = inhibition, actives largely listed as inhibitors; actives 0.028% (n = 370,000); active means well fitted inhibition curve with a large enough effect in the polarisation, with a control signal flat; inconclusive means small, poorly fitted or top-dose-only effect, or effect the other way, or a change in a side signal; inactive means no such curve, though single readings can be large or run the other way; the % refers to the polarisation;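 further: polarization taken with two DNA probes labelled with fluorescein and Texas red; potency means the concentration at half of the fitted maximal effect; % of control where 0% means no effect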
Target sequence (P11308 whole entry, looked up, the tested form may be a part): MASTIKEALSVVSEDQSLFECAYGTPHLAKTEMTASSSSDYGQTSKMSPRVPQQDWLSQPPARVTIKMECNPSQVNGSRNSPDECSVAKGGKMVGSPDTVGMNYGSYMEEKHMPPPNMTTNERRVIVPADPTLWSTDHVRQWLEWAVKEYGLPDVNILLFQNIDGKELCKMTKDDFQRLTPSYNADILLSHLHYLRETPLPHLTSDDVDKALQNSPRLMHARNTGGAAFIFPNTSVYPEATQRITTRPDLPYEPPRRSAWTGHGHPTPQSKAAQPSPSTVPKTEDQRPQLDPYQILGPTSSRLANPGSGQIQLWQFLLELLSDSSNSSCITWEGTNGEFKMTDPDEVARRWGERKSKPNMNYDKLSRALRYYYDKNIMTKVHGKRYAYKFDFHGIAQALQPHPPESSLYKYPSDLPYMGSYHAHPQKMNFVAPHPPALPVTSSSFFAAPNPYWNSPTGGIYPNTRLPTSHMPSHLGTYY
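His-tagged ERG Ets domain (1 uM in the protein solution; 300mM KCl, 50mM Tris-HCl, 1mM EDTA, 1mM DTT, pH 7.5) received compound, then a probe mix of 5 nM fluorescein-DNA and 100nM Texas-615-DNA. Fluorescence polarization was read for both dyes.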
ALOX12 inh – ALOX12 (human) lipoxygenase inhibition; actives 1.1% (n = 580,000); purified 12hLO, xylenol orange hydroperoxide absorbance; P18054; Potency, µM (titrated, usually from 108 µM), for the others: at the top dose activity change, negative = inhibition, actives largely listed as inhibitors; further: potency means the concentration at half of the fitted maximal effect; on the % scale 0 is the no-effect control and ±100 the full control effect
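Purified human 12hLO at 150 nM in 25 mM Hepes, 0.01% Triton X-100, pH 7.0, preincubated 15 min at room temperature with compound. Reaction started with 40 uM arachidonic acid, 30 min at room temperature. Hydroperoxide measured by Fe-xylenol orange, 573/405 nm absorbance ratio.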
BAZ2B inh – BAZ2B (human) inhibition; Q9UIF8; AlphaScreen BAZ2B-H3K14Ac peptide displacement; Potency, µM (doses to about 114 µM), inactives show at the highest dose activity change, negative = inhibition, usual class: inhibitors; actives 4.4% (n = 360,000); further: potency means the concentration at half of the fitted maximal effect; on the % scale 0 is the no-effect control and ±100 the full control effect; nearly all actives have a fitted effect of over 60% in size
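BAZ2B (50 nM) with biotin-H3(5-23)K14Ac peptide (50 nM) in PBS pH 7.4, 0.01% Tween-20, preformed 30 min, then compound 30 min at room temperature; top concentration 110uM. AlphaScreen streptavidin donor/nickel chelate acceptor beads (10 ug/mL final), 20 min dark, signal read.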
JMJD2A Tudor – inhibitors of human JMJD2A Tudor domain; actives 4.4% (n = 390,000); O75164; Potency, µM (series often up to 114 µM), for the others: at the top dose activity change, negative = inhibition, most hits filed as inhibitors; AlphaScreen JMJD2A-Tudor / H3K4me3 peptide binding; AID 504339; further: potency means the concentration at half of the fitted maximal effect; on the % scale 0 is the no-effect control and ±100 the full control effect; nearly all actives have a fitted effect of over 50% in size
HP1b chromo inh – blocks HP1-beta chromodomain binding to methylated histone tails. P83916. AlphaScreen HP1-beta / biotin-H3K9me3 peptide binding. Potency, µM (series often up to 114 µM), for inactives: at the highest dose activity change, negative = inhibition, actives largely listed as inhibitors. actives 0.56% (n = 390,000). AID 540317; further: potency means the concentration at half of the fitted maximal effect; nearly all actives have a fitted effect of over 70% in size; inactives centre near 23
Target sequence (P83916 whole entry, looked up): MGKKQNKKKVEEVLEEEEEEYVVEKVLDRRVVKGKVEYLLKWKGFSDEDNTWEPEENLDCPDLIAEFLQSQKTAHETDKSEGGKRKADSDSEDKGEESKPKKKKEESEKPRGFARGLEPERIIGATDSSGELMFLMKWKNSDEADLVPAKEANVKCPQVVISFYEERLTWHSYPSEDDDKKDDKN
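Compound inhibition of the preformed complex between 50 nM HP1-beta and 50 nM biotinylated H3K9me3 peptide was read by AlphaScreen. Buffer was PBS pH 7.4 with 0.01% Tween-20. Incubations ran 30 min at room temperature, with 10 ug/mL donor/acceptor beads.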
PI4K2A inh – inhibitors of human PI4K2A; purified PI4K2A, ADP-Glo luminescence, 1 h; stronger effect = lower value; activity change, negative = inhibition, % at 76.9 µM; AID 1346378; Q9BTU6; actives 0.13% (n = 420,000); in the data active means activity change below about -50%; inconclusive means mostly about -30% to -49%;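 further: -100% = wells without enzyme as full effect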
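Compounds are screened against recombinant PI4K2A using PI as substrate and ATP, the latter dispensed at 300 microM. Reactions run one hour at ambient temperature before ADP-Glo detection; full inhibition defined by wells lacking enzyme.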
G9a inh – blocks human histone lysine methyltransferase G9a. G9a H3K9 monomethylation, AlphaScreen, 2 h. Potency, µM (top dose mostly 102 µM), without a hit: at the highest dose activity, negative = inhibition, hits mostly inhibitors. actives 8.8% (n = 350,000). AID 504332; further: potency means the concentration at half of the fitted maximal effect; on the % scale 0 is the no-effect control and ±100 the full control effect; nearly all actives have a fitted effect of over 75% in size
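Signal arises when biotinylated H3K9 peptide, once monomethylated, bridges streptavidin donor and antibody-captured acceptor beads. Enzyme at 20 nM was preincubated 15 min with test compounds; peptide 500 nM and SAM 20 uM then reacted for 2 h.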
RGS4 inh – blocks human RGS4-accelerated GTP hydrolysis | actives 0.039% (n = 390,000) | Potency, µM (titrated, usually from 114 µM), inactives show top-dose activity change, negative = inhibition, usual class: inhibitors | Transcreener GDP fluorescence polarization, RGS4-accelerated GTP hydrolysis; further: potency means the concentration at half of the fitted maximal effect; on the % scale 0 is the no-effect control and ±100 the full control effect; nearly all actives have a fitted effect of over 75% in size; some results filed as inactive show a strong effect at the top dose
Target sequence (P49798 whole entry, looked up): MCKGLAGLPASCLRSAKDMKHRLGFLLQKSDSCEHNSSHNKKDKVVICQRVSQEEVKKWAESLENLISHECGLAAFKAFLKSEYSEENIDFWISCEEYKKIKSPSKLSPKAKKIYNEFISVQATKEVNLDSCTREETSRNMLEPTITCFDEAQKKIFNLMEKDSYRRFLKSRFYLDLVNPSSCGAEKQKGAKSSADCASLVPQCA
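MLSMR compounds (23 nl, pin-transferred) preincubated 10 min at room temperature with a 500nM (2x) first reagent, then RGS4 at 900nM (2x) plus Transcreener GDP mix added; fluorescence polarization (620/688 nm) read before and after 90 min at 30 °C.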
* = called active by the depositor; ? = inconclusive; / = not tested or not shown; [ ] = another dose, or the depositor's remark. Unless noted, the call rests on the fitted dose curve; in most records, active means well fitted curve in the direction sought with a large enough effect; inconclusive means small, poorly fitted or top-dose-only effect, or another doubt; inactive means no such curve, though single readings can be large; an effect the other way counts as inactive or inconclusive. The list is partial (hit frequency here may not be typical).

SMILES	GLS inh	ERG-DNA inh	ALOX12 inh	BAZ2B inh	JMJD2A Tudor	HP1b chromo inh	PI4K2A inh	G9a inh	RGS4 inh
N#Cc1ncc(C(F)(F)F)cc1Oc1cccnc1	8%	-8%	?	-3%	-1%	43%[activator]	-1	9%	15%
O=C(c1ccc(Cl)c(NC2=NC3CS(=O)(=O)CC3S2)c1)N1CCN(c2ccc(F)cc2)CC1 (stereo not drawn)	21%	-3%	4%	-8%	-15%	45%[activator]	0	/	14%[11.4 µM]
C#CCNC(=O)/C=C/c1ccc(C)cc1	10%	-1%	-17%	4%	-12%	38%	-3	25%	23%
COCCn1cc(C(=S)N2CCCCC2)c2ccccc21	0%	1%	492%[activator]	?	-29%[57.1 µM]	19%	2	-37%	-17%
N/C(=N\OC(=O)c1ccoc1)c1ccc(Br)cc1	2%	-1%	-6%	34%	44%[activator]	54%[activator]	-7	126%[activator]	-8%
CCCCn1c(N)c(N(CC(C)C)C(=O)C2CCN(C(=O)c3ccc(Cl)cc3)CC2)c(=O)[nH]c1=O	1%	-3%	3%	-2%	-5%	48%[activator]	2	?	-31%
Cc1nc(=O)c(-c2ccccc2)c(C)n1-c1ccccc1C(=O)O	1%	-4%	-9%	-2%	-13%	18%	2	11%[59 µM]	6%
O=C(CSc1nc2[nH]c(=O)[nH]c(=O)c2s1)Nc1cccc(F)c1	5%	/	15%	10%	-5%	16%	-4	25%[12.7 µM]	2%
CC(C)c1ccc2c(c1)C1(NN=C(c3ccccc3)S1)C(=O)N2 (stereo not drawn)	10%	0%	?	10µM*	71µM*	?	4	18µM*	?
CCN(CC(=O)NCCc1ccccc1)S(=O)(=O)c1ccccc1	0%	-5%	-6%	-24%	-11%	-6%	-3	/	?
CCOc1ccc(C(=O)NCCS(=O)(=O)N2CCN(c3cccc(Cl)c3)CC2)cc1	2%	11%	-21%	14%	-15%	75%[activator]	-4	5%[59 µM]	-6%
COc1cc(C(=O)NC(=S)N(CCC#N)Cc2cccnc2)cc(OC)c1OC	23%	1%	?	/	?	5%	-3	/	-21%
Cc1[nH]c(-c2ccc(F)cc2)cc1C(=O)N1CCN(c2ccccc2)CC1	10%	-8%	?	?	56µM*	-29%	12	50µM*	12%
COCC(C)n1c(C)cc(C(=O)COC(=O)CCc2nc3ccccc3c(=O)[nH]2)c1C (stereo not drawn)	-7%	-4%	-1%	-32%	-18%	-1%	3	?	-16%
CCCCC(=O)Nc1c(O)c2ccccc2[nH]c1=O	8%	0%	-5%	3%	1%	38%	3	?	3%
O=C(Nc1cccnc1)C1COc2ccccc2O1 (stereo not drawn)	8%	2%	8%	0%	4%	8%	-8	10%	-6%
COC(=O)c1ccc(C(=O)OC)c(NC(=O)CSCc2ccccc2Br)c1	3%	0%	-26%	11%	-5%	14%	3	12%[59 µM]	24%
CC(C)CCn1c(=S)[nH]c2ncccc2c1=O	-14%	10%	0%	5%	?	41%[activator]	0	12%	-15%
C=CCc1cc(/C=N/n2cnnc2)cc(OCC)c1O	22%	0%	-11%	-4%	-10%[57.1 µM]	33%	9	?	15%[11.4 µM]
Cc1cccc(OC(=O)c2sc(Cl)nc2C)c1	-7%	4%	-3%	58%[activator]	13%	73%[activator]	-2	80%[activator]	12%

Complete entries from above:
N#Cc1ncc(C(F)(F)F)cc1Oc1cccnc1 in the list: GLS inh = 8%; ERG-DNA inh = -8%; ALOX12 inh = ?; BAZ2B inh = -3%; JMJD2A Tudor = -1%; HP1b chromo inh = 43%[activator]; PI4K2A inh = -1; G9a inh = 9%; RGS4 inh = 15%
CCCCn1c(N)c(N(CC(C)C)C(=O)C2CCN(C(=O)c3ccc(Cl)cc3)CC2)c(=O)[nH]c1=O in the list: GLS inh = 1%; ERG-DNA inh = -3%; ALOX12 inh = 3%; BAZ2B inh = -2%; JMJD2A Tudor = -5%; HP1b chromo inh = 48%[activator]; PI4K2A inh = 2; G9a inh = ?; RGS4 inh = -31%

Continued.
SMILES	GLS inh	ERG-DNA inh	ALOX12 inh	BAZ2B inh	JMJD2A Tudor	HP1b chromo inh	PI4K2A inh	G9a inh	RGS4 inh
Cc1cc(SCC(=O)c2ccc(O)c(O)c2)nc2ccccc12	?	-8%	6.3µM*	18µM*	?	?	-1	10µM*	-27%
CC(=O)/C(=N/Nc1cccc(Cl)c1)Sc1nnc(C(O)c2ccccc2)n1-c1ccccc1 (stereo not drawn)	1%	-1%	-16%	-38%	-17%	35%	-2	?	-27%
O=C(Nc1ccc2cn[nH]c2c1)c1c(Cl)cccc1Cl	11%	0%	?	50µM*	?	1%	-2	1.8µM*	-29%
CC1CCN(c2nc3c(c(=O)n(C)c(=O)n3C)n2CCSc2ncccn2)CC1	-6%	-8%	6%	-1%	-1%	32%	1	-33%	4%
CCOC(=O)COn1c(=O)c(-c2cc3ccccc3o2)[n+]([O-])c2ccccc21	-12%	-3%	28%	2%[57.1 µM]	3%	28%	3	36%[0.501 µM]	12%
COc1ccc2c(c1)C(C)CC(C)(C)N2C(=O)CSc1ncn[nH]1 (stereo not drawn)	-1%	-1%	2%	-13%	9%	39%[activator]	0	-38%	-3%
Cc1ccc2c(c1)C(=O)CC(c1ccc3c(c1)OCCO3)O2 (stereo not drawn)	-12%	-9%	5%	14%	25%	55%[activator]	-4	100%[activator]	34%
Cc1cc(C)nc(N2CCC(C(=O)NC3CCCc4ccccc43)CC2)n1 (stereo not drawn)	1%	5%	-12%	5%	-4%	49%[activator]	-2	21%[59 µM]	-22%
C[C@H]1O[C@H](O[C@H]2[C@H](O[C@@H]3CC[C@@]4(C)C(CC[C@]5(C)C4CC=C4[C@@H]6CC(C)(C)CC[C@]6(C(=O)O[C@@H]6O[C@H](CO)[C@@H](O)[C@H](O)[C@H]6O)CC[C@]45C)C3(C)C)O[C@H](C(=O)O)[C@@H](O)[C@@H]2O)[C@@H](O)[C@@H](O)[C@@H]1O (stereo partly drawn)	?	2%	33%[activator]	7%	-14%	52%[activator]	-5	12%[12.7 µM]	-12%
CN(C(=O)c1ccccc1C(=O)OCC(=O)Nc1cccc(Br)c1)c1ccccc1	5%	12%	13%	12%	-11%	31%[activator]	4	12%[59 µM]	12%
O=C1NC(=S)N/C1=C\c1cccc([N+](=O)[O-])c1	-2%	/	-46%	-3%	1%	16%	3	50µM*	-5%
CCOC(=O)c1cc2ccc(OC)cc2oc1=O	4%	-4%	0%	2%	1%	12%	-1	33%[0.501 µM]	-45%
COc1ccc(-c2ccc3c(c2)C2CC3CCN2C(=O)C2CCCCC2)cc1 (stereo not drawn)	2%	1%	-7%	/	-14%	36%	-2	/	30%
Cc1c(Cl)cccc1NC(=S)NCC(C)C	9%	-13%	?	-28%	-13%	22%	-3	9%	-11%
Cc1ccc(NC(=O)Cn2c3ccc(F)cc3c3nc4n(c(=O)c32)CCS4)cc1F	-15%	-6%	-5%	3%	-9%	15%	2	-28%	-13%
CCCCCC(=O)Nc1cc2[nH]c(=O)cc(COC)c2cc1C	5%	-2%	13%	-29%[57.1 µM]	-16%	9%	8	67%[activator][59 µM]	2%
Cc1cccc(CSc2nnc(-c3cnccn3)n2C)c1	-5%	-28%	?	-1%	-14%	29%	-6	-6%	-14%
CCOC(=O)c1c(N)sc2c(OC)c(Br)ccc12	9%	-5%	0%[57.4 µM]	15%	2%	39%	0	14%[59 µM]	-25%
O=C(O)CNS(=O)(=O)c1ccc2c(c1)C(=O)c1cc(S(=O)(=O)NCC(=O)O)ccc1-2	-5%	-5%	0%	-2%	-14%	19%	6	45µM*	-25%
c1ccc(-n2ncc3c(N4CCN(CCOc5cccc6ccccc56)CC4)ncnc32)cc1	11%	2%	18%	-5%	-32%[57.1 µM]	16%	-7	-8%	-45%[56.9 µM]
Cc1ccc(/C=C/C(=O)c2c(C)nc3ccccn23)cc1	-10%	5%	6%	2%	-15%	5%	-2	0%[59 µM]	-16%
CCc1cccc(NC(=O)CN2c3ccccc3S(=O)(=O)c3ccccc32)c1	3%	5%	-22%	?	-32%	7%	-4	4%[59 µM]	8%
CCOc1ccc(-c2nnc(SCC(=O)N3CCN(c4ccccc4)CC3)o2)cc1	-8%	-2%	442%[activator]	7%	-8%	45%[activator]	3	-8%	-9%
Cc1c(=O)n(OCc2ccccc2)c2ccccc2[n+]1[O-]	1%	-12%	0%	2%	-7%	13%	-4	-1%	-44%
Cc1nn(-c2ccccc2)c(C)c1C(=O)OCC(=O)N(C)c1c(N)n(Cc2ccccc2)c(=O)[nH]c1=O	8%	-5%	-5%	-5%	-10%	19%	0	11%[0.501 µM]	2%
COc1cc(/C=C/C(=O)OCC(=O)NCc2cccs2)ccc1OCC#N	5%	-8%	?	6%	14%	27%	2	?	-4%
O=C(CC1SC(N2CCOCC2)=NC1=O)Nc1ccc(Cl)c(C(F)(F)F)c1 (stereo not drawn)	2%	-2%	-2%	/	-5%	31%	2	/	13%
Cn1c(CCNC(=O)c2ccco2)nc2cc([N+](=O)[O-])ccc21	-14%	-1%	-4%	-4%	-14%	24%	4	?	10%
COc1ccc(/C=C/C2=CC(C)(C)NC(=S)N2)cc1	5%	0%	?	-14%	-8%[57.1 µM]	14%	17	8.9µM*	-25%
